Screening results from PubChem.
IL-2 act: qHTS of IL-2 Activators | IL-2 activation reporter assay, cell-based qHTS; stimulated with anti-CD3/CD4/CD28 beads; in transgenic mouse T cells | activation, % (series mostly up to about 46 µM) | actives 0.065% (n = 360,000) | AID 652025, 2013; in the data active = activation above about 50%; inconclusive = mostly about 30% to 49%; note: 0% is about no effect
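First, unstimulated transgenic mouse T cells were exposed to compound for 60 min. Next, anti-CD3/anti-CD4-coated beads with anti-CD28 were added. Finally, after 18 h at 37 degrees C, EGFP and DsRed were imaged.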
PTHR1 ag: qHTS for PTHR1 Agonists: Primary Screen. AID 743266, 2014. HEK293 GP2 PTHR1 cells, GloSensor cAMP luminescence, 1 h. Potency, µM (top dose mostly 115 µM), inactives show at the highest dose activation, most hits filed as activators. Parathyroid hormone/parathyroid hormone-related peptide receptor (Homo sapiens), Q03431. actives 0.075% (n = 410,000); note: potency is the fitted concentration of half-maximal effect; nearly all actives have a fitted effect of over 55% in size; some results filed as inactive show a strong effect at the top dose; inactives centre near -15; many of its hits are not listed in these tables
Target sequence (Q03431 whole entry, looked up): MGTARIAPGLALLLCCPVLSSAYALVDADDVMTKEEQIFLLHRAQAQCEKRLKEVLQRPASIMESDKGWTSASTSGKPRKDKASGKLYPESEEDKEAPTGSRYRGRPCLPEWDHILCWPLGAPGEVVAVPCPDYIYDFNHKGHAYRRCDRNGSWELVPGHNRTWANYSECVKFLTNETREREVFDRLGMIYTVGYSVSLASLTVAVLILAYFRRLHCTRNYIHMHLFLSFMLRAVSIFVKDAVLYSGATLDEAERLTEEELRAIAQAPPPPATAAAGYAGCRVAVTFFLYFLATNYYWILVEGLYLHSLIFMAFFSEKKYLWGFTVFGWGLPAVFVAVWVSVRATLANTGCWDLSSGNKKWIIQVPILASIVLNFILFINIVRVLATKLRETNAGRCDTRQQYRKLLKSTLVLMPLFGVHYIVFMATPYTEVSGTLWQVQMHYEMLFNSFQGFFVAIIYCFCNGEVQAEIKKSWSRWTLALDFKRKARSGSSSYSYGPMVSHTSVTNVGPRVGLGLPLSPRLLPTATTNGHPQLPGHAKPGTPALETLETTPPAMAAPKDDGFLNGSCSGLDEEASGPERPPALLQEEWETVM
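HEK-293-derived GP2 cells expressing PTHR1 and a GloSensor cAMP reporter, 3,000/well, plated overnight, given luciferin plus IBMX (each 0.5 mM as added) for 1 h at 37 °C, then compound for 1 h at 37 °C. Luminescence was read after 15 min at room temperature.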
HEK293 tox: qHTS of GLP-1 Receptor Inverse Agonists: Cytotox Screen; HEK293 cAMP-luciferase reporter cells, luminescence, 24 h; AID 624418, 2012; actives 0.13% (n = 410,000); Potency, µM (titrated, usually from 38.3 µM), for the others: top-dose activity change, negative = inhibition, usual class: inhibitors;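 note: loss of luciferase light is scored as toxicity; potency is the fitted concentration of half-maximal effect; % is set by controls: 0 for no effect and ±100 for the full control effect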
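1536-well qHTS counterscreen of the MLSMR; 200 cells/uL, 12 h pre-incubation, 23 nL cpd, 24 h at 37 deg C 5% CO2, luciferase detection reagent, 12 min RT, luminescence. Inhibition = undesired.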
PLK1 PBD inh: qHTS for Inhibitors of PLK1-PDB (polo-like kinase 1 - polo-box domain): Primary Screen; actives 2.8% (n = 360,000); Plk1 PBD binding of FITC phosphopeptide, fluorescence polarization; AID 720504, 2013; Potency, µM, for inactives: max response, negative = inhibition, actives largely listed as inhibitors; Serine/threonine-protein kinase PLK1 (Homo sapiens), P53350; note: potency is the fitted concentration of half-maximal effect; series mostly up to about 57 µM; % is set by controls: 0 for no effect and ±100 for the full control effect; nearly all actives have a fitted effect of over 65% in size
GLP1R inv ag: qHTS of GLP-1 Receptor Inverse Agonists (Inhibition Mode) | Potency, µM (doses to about 38.3 µM), for inactives: at the top dose activity change, negative = inhibition, hits mostly inhibitors | Glucagon-like peptide 1 receptor (Homo sapiens), P43220 | HEK293 GLP-1R CRE-luciferase, luminescence, 24 h; GLP-1R form is constitutively active | actives 1.6% (n = 410,000) | AID 624417, 2012; note: potency is the fitted concentration of half-maximal effect; % is set by controls: 0 for no effect and ±100 for the full control effect; nearly all actives have a fitted effect of over 55% in size
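Seeding at 200 cells/uL, 12 h culture, 24 hr compound treatment, then luciferase reagent and a luminescence read; cells are HEK293 stably expressing a constitutively active GLP-1R plus cAMP-responsive luciferase.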
PI5P4Ka inh: qHTS for Inhibitors of phosphatidylinositol 5-phosphate 4-kinase (PI5P4K). AID 652105, 2013. max response, %. actives 1.2% (n = 330,000). PI5P4Kalpha enzyme, ADP-Glo luminescence, 60 min; active compounds read low. Phosphatidylinositol 5-phosphate 4-kinase type-2 alpha (Homo sapiens), P48426; active = max response of -50% or lower; inconclusive = between -30% and -50%; inactive = -30% or higher; note: value at the top dose of about 77 µM; % is set by controls: 0 for no effect and ±100 for the full control effect
Target sequence (P48426 whole entry, looked up): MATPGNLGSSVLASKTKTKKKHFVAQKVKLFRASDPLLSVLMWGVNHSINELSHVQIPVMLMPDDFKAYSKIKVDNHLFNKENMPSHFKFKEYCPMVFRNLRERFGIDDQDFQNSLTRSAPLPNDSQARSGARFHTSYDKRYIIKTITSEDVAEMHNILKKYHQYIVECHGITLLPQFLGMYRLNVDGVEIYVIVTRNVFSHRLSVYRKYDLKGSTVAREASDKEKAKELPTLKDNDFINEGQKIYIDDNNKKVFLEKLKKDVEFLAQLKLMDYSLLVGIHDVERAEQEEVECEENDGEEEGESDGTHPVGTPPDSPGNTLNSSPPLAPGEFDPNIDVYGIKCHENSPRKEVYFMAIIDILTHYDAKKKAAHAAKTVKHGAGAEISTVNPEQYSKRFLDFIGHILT
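Quantitative HTS of the MLSMR library against PI5P4Kalpha with substrate. ATP added last at 5 microM final; room temperature, 60 minutes. Remaining ATP depleted, ADP converted and read as luminescence.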
GLP-1R agonist: qHTS of GLP-1 Receptor Agonists. Potency, µM (series often up to 45.6 µM), for inactives: at the highest dose activation, most hits filed as activators. AID 624172, 2012. actives 0.007% (n = 380,000). HEK293 GLP-1R CRE-luciferase, luminescence, 4-6 h; cells express a hypersensitive GLP-1R form. Glucagon-like peptide 1 receptor (Homo sapiens), P43220; note: potency is the fitted concentration of half-maximal effect; % of control where 0% means no effect
EPAC1 antagonist: qHTS for Antagonist of cAMP-regulated guanine nucleotide exchange factor 3 (EPAC1): primary screen | Rap guanine nucleotide exchange factor 3 (Homo sapiens), O95398 | EPAC1 GEF assay, Rap1b-BODIPY-GDP exchange fluorescence | Potency, µM (top dose mostly 115 µM), inactives show top-dose activity change, negative = inhibition, hits mostly inhibitors | actives 0.14% (n = 360,000);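 note: potency is the fitted concentration of half-maximal effect; plate controls were vehicle for no effect and positive control for full effect; nearly all actives have a fitted effect of over 50% in size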
EPAC1 ag: qHTS for Agonist of cAMP-regulated guanine nucleotide exchange factor 3 (EPAC1): primary screen; Rap guanine nucleotide exchange factor 3 (Homo sapiens), O95398; EPAC1 agonist qHTS, biochemical assay; response scale: 100% = response to 6.5 mM cAMP; Potency, µM (top dose mostly 154 µM), inactives show at the highest dose activation, actives largely listed as activators; actives 0.073% (n = 360,000); AID 720707, 2013; note: potency is the fitted concentration of half-maximal effect; nearly all actives have a fitted effect of over 60% in size
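EPAC1 100 nM, Rap1B–BODIPY-GDP 250 nM, unlabeled GDP 50 uM; compound titration; 5 min RT; kinetic read ex480/em540 at 5-min intervals ×30 min; data normalized to 6.5 mM cAMP agonist control.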
Active calls of the source: *; i = inactive; u = inconclusive; x = no result given; & = joins results of further samples; [ ] = dose if it differs, or a comment. Unless noted, calls come from the whole dose curve; as a rule, active = well fitted curve in the direction sought with a large enough effect; inconclusive = small, poorly fitted or top-dose-only effect, or another doubt; inactive = no such curve, though single readings can be large; an effect the other way counts as inactive or inconclusive.

SMILES | IL-2 act | PTHR1 ag | HEK293 tox | PLK1 PBD inh | GLP1R inv ag | PI5P4Ka inh | GLP-1R agonist | EPAC1 antagonist | EPAC1 ag
COc1ccc2c(c1)[nH]c1c(=O)n(CCCN3CCOCC3)cnc12 | -0.4 | i | 4% | 1% | 10% | 8 | 3% | -4% | -11%
Cc1cc(C)cc(C(=O)NCCCc2ccccc2)c1 | -3.2 | i | -7% | 5% | 11µM* | 0 | -4% | -7% | 7%
CN(Cc1ccccc1)S(=O)(=O)c1nnc(NC(=O)c2ccccc2)s1 | -3.5 | -30%&-29% | 0%&4% | -13% | -7%&15% | -6 | -2% | -18% | -10%
Cn1ccnc1Sc1nc(Nc2cccc(Cl)c2)nc(N2CCOCC2)n1 | -1.6 | i | -2% | 2% | 13% | 1 | -7% | 2% | -5%
COc1ccc(OC)c(-n2c(O)cnc2Nc2nc(C)cc(C)n2)c1 | -1.6 | -15% | -1% | -1% | 2% | 4 | 2% | 3% | 3%
CN(C)CCNC(=O)c1cc2ccccc2oc1=O | 0.3 | i | 0% | -1% | 14% | -4 | -5% | -5% | 2%
O=C(Nc1ccc(Oc2ccc(NC(=O)C3CCCO3)cc2)cc1)C1CCCO1 (configuration not stated) | 0.5 | -21%[57.5 µM] | -5% | -14% | -27% | 0 | 0% | 3% | 8%
CN(C(=O)c1cccc(NC(=O)Cc2ccc(NC(=O)C3CCCN(C(=O)C4CCCC4)C3)cc2)c1)C1CCCC1 (configuration not stated) | 0.2 | -8% | -8% | -7% | -1% | 2 | 12% | 4% | -10%
COc1ccc(C(C)=O)cc1COC(=O)CNC(=O)c1ccc(Cl)cc1 | -1.4 | i | -4% | u | 11% | -2 | 18% | -2% | 7%
Cc1ccc(C(=O)OCC(=O)Nc2cccc(S(=O)(=O)N3CCCCC3)c2)o1 | 0.1 | -90%[inhibitor] | 12% | 1% | -52% | -2 | 5% | -17% | -2%
Cc1ccccc1-n1c(SCC(=O)N2CCOCC2)nc(O)cc1=O | -3.2 | i | 5% | -7% | 6% | x | -7% | 8% | 10%
O=C(CCc1nc2ccccc2c(=O)[nH]1)N1CCN(C/C=C/c2ccccc2)CC1 | -2.2 | -19% | 7% | -9% | -6% | 1 | -6% | -10% | -1%
COc1ccc(S(=O)(=O)Nc2c(C)n(C)n(-c3ccccc3)c2=O)c(Cl)c1Cl | 0.9 | -21% | 0% | -19% | -9% | -3 | 1% | -22% | 4%
COc1ccc(NS(=O)(=O)c2cccc(C(=O)N3CCCCCCC3)c2)cc1 | 0.7 | -44%[inhibitor] | -29% | 0% | 16% | -2 | 3% | -8% | -7%
COc1cc(NC(=O)Nc2nc(C(N)C3CCCCC3)cs2)cc(OC)c1OC (configuration not stated) | -1.1 | i | -6% | 2% | u | u | -4% | -10% | -13%
Cc1nn(-c2ccccc2)c(Cl)c1/C=N/NC(=O)c1ccnn1C | -1.1 | i | -15% | 1% | 21% | -5 | -2% | -13% | -2%
COc1ccccc1NC(=O)CSc1nnc(-c2ccco2)o1 | -0.5 | i | -5% | -3% | 8% | 1 | -5% | -6% | 4%
COC(=O)c1c(NC(=O)CSc2nnc(C)c(=O)[nH]2)sc(C)c1C | 0.4 | i | -14% | -24% | -6% | 1 | 0% | -4% | 1%
COc1ccccc1N1CCN(C(=O)c2cc(-c3ccco3)on2)CC1 | 9.9 | i | 8% | -7% | u | -11 | 9% | -27% | 9%
O=C1CN(C(=O)/C=C/c2cc(Br)ccc2F)CCN1 | -4.0 | i | 14% | -4% | 5% | -9 | 2% | -4% | -8%
Cc1ccccc1-c1nc(S(=O)(=O)c2ccc(Cl)cc2)c(NCCN2CCOCC2)o1 | -1.9 | -12%[57.5 µM] | -2% | -2% | 0% | x | 13% | -26% | 27%
COc1ccc(N2CC(C(=O)Nc3nc4ccc(F)cc4s3)CC2=O)c(OC)c1 (configuration not stated) | -2.0 | -62%[inhibitor] | 10% | -7% | u | -2 | -8% | -16% | 2%
COc1ccc(-c2c(C)n([O-])c(C)c(-c3ccccc3)[n+]2=O)cc1OC | 10 | i | 7% | -1% | 9% | x | 10% | 5% | 3%
O=C(CSCc1ccc(F)cc1)NCc1ccco1 | -1.4 | i | -2% | -10% | -7% | x | 5% | 14% | 1%
CCOc1ccc(N/C=C\C(=O)c2ccc3c(c2)OCO3)cc1 | 14 | 15% | -1% | -6% | 18% | 3 | -4% | -10% | u
Later entries:
SMILES | IL-2 act | PTHR1 ag | HEK293 tox | PLK1 PBD inh | GLP1R inv ag | PI5P4Ka inh | GLP-1R agonist | EPAC1 antagonist | EPAC1 ag
Cc1cccc(NC(=O)C(C)N2C(=O)C3C4CC(C(Br)C4Br)C3C2=O)c1 (configuration not stated) | -1.7 | i | 1% | -1% | u | 15 | -3% | 5% | 8%
CCCN(C(=O)Cn1c(C(F)(F)F)nc2ccccc21)C1CCS(=O)(=O)C1 (configuration not stated) | -2.1 | i | 7% | -6% | -4% | -4 | 4% | 6% | 7%
COc1cccc(-c2ccc(NC(=O)C3CCCN(Cc4cnc(N(C)C)s4)C3)cc2)c1 (configuration not stated) | -0.3 | -29% | -11% | 1% | u | -2 | 13% | -14% | 7%
CCc1ccc(OCC(=O)Nc2cc(-c3nc4cc(C)ccc4o3)ccc2C)cc1 | x | -5% | -7% | x | 18% | x | 3% | x | x
CCCOc1ccc(-c2cccc(NS(=O)(=O)c3ccccc3)c2)nn1 | x | -37%[inhibitor] | -6% | x | u | x | 0% | x | x
O=C1CN(C(=O)COC(=O)/C=C/c2ccco2)c2ccccc2N1 | -0.1 | -43%[inhibitor] | 9%[7.66 µM] | 9% | -6%[7.66 µM] | -11 | -1% | -2% | 7%
CCOC(=O)C1CCN(C(=O)c2cccc(NS(=O)(=O)c3ccc(F)c(F)c3)c2)CC1 | 0.6 | -17% | 7% | -27% | 6% | -5 | 6% | -6% | 4%
CC(NC(=O)c1ccco1)c1ccc2c(c1)OCCO2 (configuration not stated) | -1.3 | -56%[inhibitor][57.5 µM] | -1% | -1% | 0% | -3 | -3% | -6% | 0%
COc1ccc(NC(=O)CSc2nncs2)cc1S(=O)(=O)N1CCCCC1 | 0.9 | -30% | -2% | -6% | 2% | -6 | -2% | -8% | -1%
COc1ccccc1NC(=O)C1CCOC1=O (configuration not stated) | 0.1 | -10% | -16% | -10% | -6% | -3 | 0% | -20% | 13%
C/C(CC(=O)Nc1ccc(Cl)cc1Cl)=N\NC(=O)C(=O)NCCO | -3.3 | i | 1% | -17% | -19% | 7 | -4% | -7% | 8%
CCOCCCN(C(=O)Cn1nnc(-c2ccc(C)o2)n1)C(C(=O)NC1CCCC1)c1ccc(C)o1 (configuration not stated) | -0.9 | i | -6% | 0% | u | 13 | 7% | 6% | -5%
Nn1cnc2c([nH]c3ccccc32)c1=O | 0.4 | i | -6% | -6% | 28% | -4 | -4% | -7% | 7%
O=C(Nc1ccc(O)c2c(=O)cc(-c3cccc(Cl)c3)oc12)c1cccc(Cl)c1 | 2.7 | -20% | -22% | -2% | 3% | -4 | -1% | -1% | -4%
CC[C@@H](C)[C@H](NC(=O)CCc1c(C)c2cc3c4c(oc3c(C)c2oc1=O)CCCC4)C(=O)O | -0.3 | -18% | 1% | -24% | 5% | -5 | 12% | -7% | 9%
O=C(COc1ncnc2ccccc12)N1CCN(S(=O)(=O)c2ccccc2)CC1 | -2.5 | -40%[inhibitor] | -4% | -5% | -15% | -1 | 4% | -21% | 16%
Cc1ccc(-c2cc(C(=O)NCCN3CCOCC3)no2)cc1 | 0.0 | -16%[57.5 µM] | -14% | -5% | 11% | x | -1% | 1% | 5%
COc1ccc(N2C(=O)C(O)C2c2ccc(C)cc2)cc1 (configuration not stated) | -0.3 | i | -2% | -2% | 0% | 1 | 1% | 5% | -2%
Cc1nnc(N2C(=O)C(=O)/C(=C(/O)c3ccc4c(c3)OCCO4)C2c2cccc([N+](=O)[O-])c2)s1 (configuration not stated) | -0.5 | i | -26% | -1% | 9% | -20 | -7% | -2% | 4%
CC(C)C[C@H](NC(=O)CC[C@H]1O[C@@H](n2ccc(=O)[nH]c2=O)[C@H](O)[C@@H]1O)C(=O)O | -0.5 | i | 0% | -3% | 22% | -5 | 3% | 9% | -4%
CCc1nc(SCC(=O)Nc2cc(C)on2)n[nH]1 | 0.2 | -9%[57.5 µM] | -6% | -1% | 9% | -5 | -18% | 13% | -2%
COc1cc(Br)c(S(=O)(=O)Nc2c(C)n(C)n(-c3ccccc3)c2=O)cc1OC | -1.7 | -12% | 1% | 2% | 13% | x | -6% | 9% | 0%
O=C(Cn1cc(C(=O)C2CC2)c2ccccc21)Nc1ccccc1Cl | -4.0 | -3% | 5% | -7% | -23% | 1 | 16% | -30% | -5%
CCCNC(=O)C1CCN(S(=O)(=O)c2c(C)noc2/C=C\c2ccc(OC)cc2)CC1 | -3.7 | -38%[inhibitor] | -3% | -1% | 1% | -2 | 4% | -18% | 4%

2 compounds from above, reduced to PI5P4Ka inh, PLK1 PBD inh and EPAC1 ag.
Compound | PI5P4Ka inh | PLK1 PBD inh | EPAC1 ag
CCc1nc(SCC(=O)Nc2cc(C)on2)n[nH]1 | -5 | -1% | -2%
O=C(Cn1cc(C(=O)C2CC2)c2ccccc21)Nc1ccccc1Cl | 1 | -7% | -5%

Only part of the results is shown; count on the stated rates, not on these rows.
